# Bioassay records: PubChem BioAssay, National Center for Advancing Translational Sciences (NCATS)
# aSyn tox rescue: rescues yeast growth from alpha-synuclein toxicity | AID 1347070 | Potency, µM (top dose mostly 46.1 µM), inactives show at the highest dose growth rescue (activation), most hits filed as activators | 94,000 tested, 0.02% active | S. cerevisiae alpha-synuclein toxicity rescue, BacTiter-Glo growth, 24 h; active = well fitted activation curve with a large enough effect; inconclusive = small, poorly fitted or top-dose-only effect; note: 0% is about no effect
#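 Growth restoration measured by BacTiter-Glo luminescence after 24 hr at 30 deg C; alpha-synuclein yeast, raffinose-pregrown to mid-log, were added at OD600=0.02 in galactose medium onto pinned compounds.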
# * marks the source's active call; other numbers are inactive results; u = inconclusive. Potency is the fitted concentration of half-maximal effect.
SMILES,aSyn tox rescue
COCCn1c(-c2ccc3ccccc3c2)nc2c1c(=O)[nH]c(=O)n2CC(C)C,-9.8%
COCCNC(=O)C(=O)NCC1OCCN1S(=O)(=O)c1ccc2c(c1)OCCO2 (stereo not given),-1.6%
CC(=O)NC(CCS(C)(=O)=O)C(=O)Nc1cc(Cl)ccc1Cl (stereo not given),-3.0%
CCn1cc(C(=O)N2CCN(c3ccccc3)CC2)c(=O)c2cc(S(=O)(=O)N(C)C)ccc21,-2.7%
Cc1ccccc1-c1nc(S(=O)(=O)c2ccccc2)c(NCCN2CCOCC2)o1,1.7%
CCOC(=O)Cn1c(=O)n(CC2CCCO2)c2nc(-c3ccccc3F)nc(C(N)=O)c21 (stereo not given),1.9%
CCOc1ccc(CNC(=O)c2ccccc2NC(=O)c2nsc3ccccc23)cc1,-9.1%
Cc1cc2[nH]c3c4ccccc4nc(C)c3c2cc1C,9.6%
CC(/C=C/c1ccccc1)=N\NC(=O)c1ccc(Br)cc1,-4.9%
Cc1cccc(N2CCN(S(=O)(=O)c3cc(Cl)ccc3Cl)CC2)c1C,-9.5%
COc1cccc(CCNc2ccc(N3C(=O)CC(C)C3=O)cc2[N+](=O)[O-])c1 (stereo not given),-8.0%
CN(C(=O)COC(=O)Cc1ccc(Br)cc1)c1c(N)n(Cc2ccccc2)c(=O)[nH]c1=O,3.2%
COc1cc(/C=C2\SC(=O)N(Cc3ccc(Cl)cc3)C2=O)cc([N+](=O)[O-])c1O,2.7%
Cc1ccc([C@H]2C[C@H](n3cc(COC(=O)c4ccccc4)nn3)[C@@H](O)CN2C(=O)c2cccs2)cc1,-0.3%
COc1ccc(-c2noc(-c3ccc(N4CCN(C)CC4)c([N+](=O)[O-])c3)n2)cc1OC,9.6%
Cc1c(O)ccc(NC(=O)/C=C/c2ccccc2)c1C,14.9%
O=C(O)CCn1c(SCc2cc(=O)n3ccccc3n2)nc2ccsc2c1=O,-2.4%
CCOC(=O)c1ccc(NC(=O)CSc2nnc(Cn3c(=O)sc4ccccc43)n2C)cc1,-4.2%
COc1ccc(CNC(=O)O[C@]23C[C@H]4C(=O)N(c5ccccc5)C(=O)[C@H]4C[C@@]2(O)CN(S(=O)(=O)c2ccc(C)cc2)C3)cc1OC,2.2%
COc1ccccc1NS(=O)(=O)c1cccc(C(=O)N/N=C/c2ccc(NC(C)=O)cc2)c1,1.2%
CCN(CC)C(=O)CSc1nc(-c2ccccc2F)nc2c1Cc1c(CO)cnc(C)c1O2,-2.6%
COc1cc2c(cc1OC)C(c1ccccc1)N(C(=O)c1cccc(S(C)(=O)=O)c1)CC2 (stereo not given),-7.3%
CC(=O)c1cccc(NS(=O)(=O)c2cc(-c3cnc(C4CC4)o3)ccc2C)c1,-14.1%
CC1CC(C)CN(c2nc3c(c(=O)n(C)c(=O)n3C)n2CCSc2ncccn2)C1 (stereo not given),-1.5%
O=C(Nc1nnc(SCC(=O)N2CCOCC2)s1)C1CC(=O)N(c2ccccc2)C1 (stereo not given),-1.0%
CCCNC(=O)c1ccc2c(c1)nc1n2CCCCC1,-15.0%
CN(CCc1ccccc1)C(=O)CC1C(=O)NCCN1Cc1ccccn1 (stereo not given),3.8%
Cc1ccc(N2C(=O)c3ccccc3C2Nc2ccccc2)nc1 (stereo not given),-2.1%
Cc1ccc(-n2ncc(C#N)c2N)cc1,4.3%
COc1cccc(/C=N/NC(=O)CNC(=O)c2cccs2)c1O,12.5%
Cc1ccc(C)c(Cn2c(=O)c3c(nc4n3CCN4c3ccc(F)cc3)n(C)c2=O)c1,-9.5%
Cc1ccc(N/C(N)=N/c2nc(CSc3ccccn3)cc(=O)[nH]2)c(C)c1,-5.6%
Cc1ccc(C)c(OCC(=O)Nc2ccc(S(=O)(=O)Nc3onc(C)c3C)cc2)c1C,-16.5%
O=C(NCC(c1ccco1)N1CCc2ccccc21)c1c(F)cccc1F (stereo not given),-2.7%
CC(=O)N1c2ccc(S(=O)(=O)N3CCCCCC3)cc2CC1C(=O)NCc1cccc(C)c1 (stereo not given),1.6%
CSc1ncnc2c1ncn2CCCN[C@H](C)c1cccc2ccccc12,0.5%
CCOC(=O)c1c(-c2ccccc2)oc2cc(Br)c(OCc3ccccc3)cc12,-15.3%
C[C@@H]1CN([C@H](C)CO)C(=O)c2cc(Br)cnc2O[C@@H]1CN(C)Cc1ccc(-c2ccccc2)cc1,0.3%
O=C(CCN1C(=O)c2ccccc2C1=O)c1ccccc1,9.1%
Cc1cc(C)c(C(=O)C(C)OC(=O)Cn2cnc3c2c(=O)n(C)c(=O)n3C)cc1C (stereo not given),8.9%
CCc1ccccc1NC(=O)CSc1nnc2ccc3ccccc3n12,6.4%
CCCCC(c1nnnn1CS(=O)(=O)c1ccc(C)cc1)N1CCN(C)CC1 (stereo not given),11.0%
COc1cc(OC)c(NC(=O)C2CCCN(c3ncnc4c3nc3n4CCCCC3)C2)cc1Cl (stereo not given),-0.7%
Cc1oc2ncn(C)c(=O)c2c1C(=O)NCCCN1CCCC(C)C1 (stereo not given),-3.6%
CC(=O)Nc1cccc(-c2nn[nH]n2)c1,-6.3%
CC(C)COCC(O)CC(Cc1ccccc1)C(=O)NN (stereo not given),-0.4%
CC(C)c1c(O)nc(SCCOc2ccc(Cl)cc2)[nH]c1=O,-2.5%
O=C(CCCN1C(=O)S/C(=C\c2ccccc2)C1=O)NNC(=O)c1ccccc1O,4.1%
CC(C)CCNC(=O)CCCn1c(=O)c2cccn2c2ccccc21,-3.7%
O=C(Nc1ccccc1)C(Cc1ccccc1)N1Cc2ccccc2C1=O (stereo not given),3.5%
CCCCn1c2ccccc2c2nnc(SCC(=O)Nc3ccc(NC(C)=O)cc3)nc21,-1.4%
CCOc1ccc(NC(=O)N[C@@H](Cc2ccccc2)C(=O)O)cc1,-3.5%
COc1ccc(OC)c2c1CC(C)(C)NC2=O,-0.9%
CSc1ccc(CCNC(=O)c2cc(C)nc3c2c(C)nn3-c2ccccc2)cc1,-8.7%
COc1cc2c(=O)c(S(=O)(=O)c3ccc(C)cc3)cn(Cc3cccc(C)c3)c2cc1OC,2.8%
Cc1nc2ccc(S(=O)(=O)CCC(=O)Nc3ccc(C)c(C)c3)cc2s1,-6.2%
NS(=O)(=O)c1ccc(CCNC(=O)C2CCN(c3ncnc4c3nc3n4CCCCC3)CC2)cc1,-7.5%
CCc1cnc2c(c1SCC(=O)N1CCCCC1)c(=O)n(C)c(=O)n2C,2.0%
CNC(=O)/C(C#N)=C1/SC(Cc2ccc(F)cc2)C(=O)N1c1ccccc1 (stereo not given),2.3%
Cc1ccc(NC(=S)N2CCCN(Cc3ccc(F)cc3)C2)c(C)c1,2.3%

# Rewritten bar-delimited: entries from further up.
compound | aSyn tox rescue
CCc1ccccc1NC(=O)CSc1nnc2ccc3ccccc3n12 | 6.4%
Cc1oc2ncn(C)c(=O)c2c1C(=O)NCCCN1CCCC(C)C1 (stereo not given) | -3.6%
CCOc1ccc(NC(=O)N[C@@H](Cc2ccccc2)C(=O)O)cc1 | -3.5%
CC(=O)Nc1cccc(-c2nn[nH]n2)c1 | -6.3%
CNC(=O)/C(C#N)=C1/SC(Cc2ccc(F)cc2)C(=O)N1c1ccccc1 (stereo not given) | 2.3%
COc1cc(OC)c(NC(=O)C2CCCN(c3ncnc4c3nc3n4CCCCC3)C2)cc1Cl (stereo not given) | -0.7%
Cc1ccc(NC(=S)N2CCCN(Cc3ccc(F)cc3)C2)c(C)c1 | 2.3%

# Next section
SMILES,aSyn tox rescue
Cc1[nH]c2ccc3ncccc3c2c1C,6.3%
Cc1cccc(C)c1NC(=O)CN1C(=O)CCSc2ccc(S(=O)(=O)N3CCCC3)cc21,-8.2%
OCCCNCc1ccc(-c2ccccc2)cc1,-7.0%
CC(C)Oc1ccc(C(=O)NCCc2csc(-c3cccc(F)c3)n2)cc1,-17.5%
CCOC(=O)c1c(NC(=O)Nc2ccc(F)cc2)sc(C(=O)N(C)C)c1C,7.1%
CC(C)(C)NC(=O)COC(=O)c1c2c(nc3ccccc13)CCC2,-2.6%
COc1ccc(S(=O)(=O)n2cnc3ccccc32)c(C)c1,14.2%
CCC(C(=O)OCC(=O)c1c(N)n(CC(C)C)c(=O)n(C)c1=O)c1ccccc1 (stereo not given),5.5%
COc1ccc2c(c1)c1c(c(=O)n(Cc3ccccc3)c(=O)n1Cc1ccc(C)cc1)n2C,-1.8%
COc1ccccc1NC(=O)CN(C)S(=O)(=O)c1cccc2cccnc12,0.7%
COc1ccc(C(=O)CC(C#N)c2ccc3c(c2)OCO3)cc1OC (stereo not given),2.8%
Cc1ccc(S(C)(=O)=O)cc1C(=O)NC(C)C1CC2CCC1C2 (stereo not given),9.3%
O=C(CNC(=O)c1ccccc1F)OCc1csc(-c2ccccc2)n1,1.7%
CSc1nc2sc3c(c2c(=O)n1-c1ccc(F)c(Cl)c1)CCN(C(C)=O)C3,0.5%
Cc1c(C(=O)NCCNc2ncc(C(F)(F)F)cc2Cl)cccc1[N+](=O)[O-],11.8%
Cc1ccc2oc(=O)c3cnn(CC(=O)NCc4ccccc4Cl)c3c2c1,0.5%
COC(=O)C(=O)/C=C(\O)c1ccc(C)cc1,u
Cc1ccc(S(=O)(=O)CC(=O)Nc2cccc(C)n2)cc1,4.2%
COc1cc(NS(=O)(=O)c2ccc(-n3cccn3)cc2)cc(OC)c1,3.9%
CCc1cccc(NC(=O)C2CCN(S(=O)(=O)c3cccc(-c4noc(C)n4)c3)CC2)c1,7.1%
COc1ccc([N+](=O)[O-])cc1N(CC(=O)NC(C(C)C)C(C)C)S(C)(=O)=O,1.8%
CCC(CO)NC(=O)C(=O)Nc1c2c(nn1-c1ccc(F)cc1)CSC2 (stereo not given),4.4%
CCOc1ncccc1C(=O)OC(C)C(=O)Nc1ccc(Cl)cn1 (stereo not given),-2.0%
Cc1ccc(-n2c(=O)c3c(cnn3C)n(CC(=O)Nc3ccccc3C)c2=O)cc1,-2.3%
O=C(CSc1nc2ccccc2[nH]1)c1ccccc1F,12.3%
Cc1ccc(CN(C(=O)COc2ccc(C(C)(C)C)cc2)C2CCS(=O)(=O)C2)o1 (stereo not given),-8.6%
NS(=O)(=O)c1ccc(CNC(=O)c2ccc(S(=O)(=O)C(F)F)cc2)cc1,-7.2%
COc1cc2c(cc1OC)C(COc1ccc(C(C)C)cc1)N(C(=O)c1ccc(S(=O)(=O)N3CCCC3)cc1)CC2 (stereo not given),2.0%
Cc1cc2c(cc1S(=O)(=O)Nc1cccc(C)c1C)OCC(=O)N2,-6.9%
CCOc1ccc(NC(=O)CCn2c(=O)c3cccn3c3cccnc32)cc1,-0.9%
Cc1ccccc1OCC(=O)OCn1nnc2ccccc2c1=O,18.5%
Cc1cccc(NC(=O)c2oc3ccccc3c2NC(=O)Cc2coc3ccc(C(C)C)cc23)c1,-14.0%
Cc1ccc(-c2noc(-c3ccccc3OCC(=O)Nc3ccccc3[N+](=O)[O-])n2)cc1,7.2%
COc1ccc(CNC(=O)c2cc(=O)[nH]c3ccc(S(=O)(=O)N4CCCC4)cc23)c(OC)c1,1.1%
Cc1nc(CCNC(=O)c2cc(COc3ccc(F)cc3Cl)on2)sc1C,-7.8%
O=C(CN1C(=O)C2C3C=CC(C3)C2C1=O)OCC(=O)c1ccc([N+](=O)[O-])cc1 (stereo not given),0.6%
COc1ccc(CCNC(=O)Cn2cc(S(=O)(=O)Cc3ccccc3F)c3ccccc32)cc1OC,8.1%
O=S(=O)(c1ccc(Cl)c(C(F)(F)F)c1)N1CCN(c2ccccn2)CC1,6.7%
CCNC(=O)C1CCN(c2nc3ccccc3nc2C(F)(F)F)CC1,-12.9%
CCN(CC)C(=O)C1=C(C)N(Cc2ccc(C(C)(C)C)cc2)C(=O)C(CC(=O)NCc2ccco2)C1 (stereo not given),-3.8%
CS(=O)(=O)N1N=C(c2cccs2)CC1c1ccccc1O (stereo not given),1.7%
COc1ccc(OC)c(CNC(=O)c2ccc(Sc3ccc(Cl)cc3)c(NC(C)=O)c2)c1,11.2%
COC(=O)c1c(-c2cccs2)csc1NC(=O)c1ccc(OC)c(OC)c1,-13.5%
CCOC(=O)c1ccc(NC(=O)CSc2nccn2-c2cc(C)cc(C)c2)cc1,-2.4%
CCn1nc(C)c2c(-c3ccccc3)cc(=O)n(C(C)C(=O)NCc3cccc(OC)c3)c21 (stereo not given),2.5%
CN(C)c1ccc(CN(CC2CCCO2)C(=O)c2ccc(Br)cc2)cc1 (stereo not given),8.6%
CC(=O)c1sc(N/N=C/c2cccc([N+](=O)[O-])c2)nc1C,-0.2%
COc1ccc(-n2c(C)cc(C(=O)CN3C(=O)c4ccccc4C3=O)c2C)cc1,-8.6%
COc1ccc(C(=O)NCC(=O)N2CCN(c3ccc(F)cc3)CC2)cc1,5.4%
CN1CCSc2ccc(C(=O)Nc3ccc(Cl)cc3)cc21,3.2%
Cc1ccc(NC(=O)Cn2c(CCC(=O)O)ccc2-c2ccc(Cl)cc2)cc1,15.9%
COc1ccccc1NC(=O)Cn1cnc2ccc(S(=O)(=O)N3CCC(C)CC3)cc2c1=O,1.6%
Cc1ccccc1NC(=O)[C@H](CSCc1ccccc1)N1Cc2ccccc2C1=O,4.3%
COc1ccc2c(c1)CCc1sc(NC(=O)c3ccc(Br)cc3)nc1-2,-11.4%
CN(C(=O)c1ccccc1)C1c2c(ccc3ccccc23)OCC1CO (stereo not given),5.8%

# Six entries from above, sorted by molar mass, lowest first:
SMILES,aSyn tox rescue
COc1ccc(C(=O)NCC(=O)N2CCN(c3ccc(F)cc3)CC2)cc1,5.4%
Cc1ccc(NC(=O)Cn2c(CCC(=O)O)ccc2-c2ccc(Cl)cc2)cc1,15.9%
COC(=O)c1c(-c2cccs2)csc1NC(=O)c1ccc(OC)c(OC)c1,-13.5%
COc1ccc2c(c1)CCc1sc(NC(=O)c3ccc(Br)cc3)nc1-2,-11.4%
CN(C)c1ccc(CN(CC2CCCO2)C(=O)c2ccc(Br)cc2)cc1 (stereo not given),8.6%
COc1ccc(OC)c(CNC(=O)c2ccc(Sc3ccc(Cl)cc3)c(NC(C)=O)c2)c1,11.2%

# These rows are one share of the data (hit frequency here may not be typical).
